CCT modulator: High-Throughput Screening for Modulators of Cytosolic Chaperonin Activity. purified chaperonin ATPase assay, HTRF ADP detection, 30 min. activity change, % (concentration not given with the values), hits read low. 360,000 tested, 0.3% active; in the data active = activity change below about -30%; note: % is set by controls: 0 for no effect and ±100 for the full control effect
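Enzyme 40 or 20 nM (batch-dependent) in Tris pH 7.4/KCl/MgCl2/DTT; cpd 76 uM single point; ATP 10 uM; 30 min 37 °C; Transcreener ADP HTRF detection, 30 min RT; ratio 665/615.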
HepG2 viability: qHTS for Inhibitors of TGF-b: Cytotox Counterscreen | HepG2 CAGA-GFP viability, ATP luminescence, 18 h | Potency, µM (titrated, usually from 46.1 µM), for inactives: top-dose activity change, negative = cytotoxicity, actives largely listed as cytotoxic | 410,000 tested, 0.76% active; note: potency is the fitted concentration of half-maximal effect; some results filed as inactive show a strong effect at the top dose
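HepG2 CAGA-GFP cells (1000/well, DMEM with 1% FBS) received compound, then TGF-beta at 500 pg/mL final, and were incubated 18 hours at 37 degrees C. Viability was read by CellTiter-Glo luminescence. Media-only wells were set as complete cell-killing and DMSO as no toxicity.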
Mm-Cpn inhibitor: Inhibitors of TCP-1 ring complex (TRiC) of Methanococcus maripaludis (MmCpn): qHTS. Chaperonin Mm-Cpn (Methanococcus maripaludis). purified Mm-Cpn ATPase, ADP Transcreener TR-FRET. Potency, µM (doses to about 76.9 µM), inactives show top-dose activity, negative = inhibition, most hits filed as inhibitors. 330,000 tested, 0.031% active. AID 504842, 2011; note: potency is the fitted concentration of half-maximal effect; % is set by controls: 0 for no effect and ±100 for the full control effect; nearly all actives have a fitted effect of over 80% in size
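ATPase turnover read by TR-FRET ADP competition (Eu cryptate antibody/ADP-d2, 665/590 nm): 10uM ATP final, 25nM Mm-CPN final, 30 min 37degC after 10-min compound preincubation, pH 7.4 Tris/KCl/MgCl2/DTT buffer.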
Abeta rescue: qHTS for compounds that reverse cellular toxicity of Amyloid beta (A-beta) peptide in yeast: Primary Screen. yeast expressing A-beta42, growth rescue, OD600, 48 h; response scale: 0% DMSO, 100% iron-clioquinol control. Potency, µM (titrated, usually from 46.1 µM), inactives show top-dose growth rescue, usual class: activators. 410,000 tested, 0.063% active; note: potency is the fitted concentration of half-maximal effect; nearly all actives have a fitted effect of over 55% in size
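Yeast growth medium received pinned compounds, then yeast cells expressing toxic A-beta were added; plates incubated at 30 C for 48 hr. Growth read as absorbance at 600 nm, normalized to DMSO and equimolar FeCl3 plus clioquinol controls.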
Nrf2 block: Nrf2 qHTS screen for inhibitors; A549 ARE-Fluc reporter, luciferase luminescence, 18-24 h; Potency, µM (series often up to 46 µM), for the others: top-dose activity change, negative = inhibition, hits mostly inhibitors; 360,000 tested, 2.1% active; AID 504444, 2011; note: potency is the fitted concentration of half-maximal effect; % is set by controls: 0 for no effect and ±100 for the full control effect; nearly all actives have a fitted effect of over 60% in size
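Cells were seeded and rested 2 h, then exposed to compounds for 18-24 h. CellTiter-Fluor was read first as a viability measure. BugLite was added 15 min before the final luminescent read of ARE-luciferase activity in A549 cells.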
TGFb SMAD3 inh: qHTS for Inhibitors of TGF-b. HepG2 CAGA-GFP TGF-b/SMAD3 reporter, GFP fluorescence, 18 h; TGF-beta stimulated, 500 pg/mL final. Potency, µM (highest dose often 46.1 µM), inactives show top-dose activity, negative = inhibition, actives largely listed as inhibitors. 410,000 tested, 1.2% active; note: potency is the fitted concentration of half-maximal effect; % is set by controls: 0 for no effect and ±100 for the full control effect; nearly all actives have a fitted effect of over 65% in size
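Cell-based qHTS in HEPG2 carrying a CAGA-GFP Smad reporter; compounds added before 500 pg/mL final TGF-beta, 18 h incubation at 37 degrees C, GFP fluorescence quantified per cell by imaging cytometry.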
Nrf2 activator: qHTS of Nrf2 Activators | AREc32 ARE-luciferase reporter (MCF7-derived line), luminescence, 24 h | Potency, µM (top dose mostly 46.1 µM), inactives show at the highest dose activation, most hits filed as activators | 410,000 tested, 0.31% active | AID 624171, 2012; note: potency is the fitted concentration of half-maximal effect; % of control where 0% means no effect; nearly all actives have a fitted effect of over 65% in size
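AREc32 cells carrying an ARE-driven firefly luciferase reporter were seeded at 1000 cells/well in OPTI-MEM with 5% FBS, then exposed to compound for 24 hr at 37 deg C. Luminescence was read with Steady-Glo after 30 min at RT.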
A549 tox: Nrf2 qHTS screen for inhibitors: counterscreen for cytotoxicity; 390,000 tested, 0.16% active; Potency, µM (titrated, usually from 46 µM), for the others: at the top dose activity change, negative = cytotoxicity, most hits filed as inhibitors; A549 ARE-Fluc cells, CellTiter-Fluor viability, 18-24 h; note: potency is the fitted concentration of half-maximal effect; % is set by controls: 0 for no effect and ±100 for the full control effect
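A549 ARE-Fluc cells in 5% FBS OPTI-MEM, 5000 cells/well, rested 2 h then exposed to compounds in concentration-response for 18-24 h at 37 °C. Viability by CellTiter-Fluor fluorescence (Ex 405/Em 525) after 30 min; luciferase luminescence (BugLite, 15 min, RT) read afterwards.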
Akt phos inh: HTS Assay for Inhibitors of Akt Phophorylation: Primary Screen | AID 651550, 2012 | 360,000 tested, 0.32% active | Neuro2A IGF-stimulated pAkt S473 HTRF, 20 min; hits give low values | activity change, % for hits at 50 µM; in the data active = activity change below about -80%; inconclusive = mostly about -51% to -80%; note: % is set by controls: 0 for no effect and ±100 for the full control effect
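Neuro2A cells in DMEM with 0.5% FBS, overnight at 37 deg C, given compound at single 50 µM final, then IGF (6 nM final) for 20 min at 37 deg C. Lysed; phospho-Akt Ser473 by HTRF after 24 h, 665/615 ratio.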
* = called active by the depositor; i = inactive; ? = inconclusive; nt = no result given. Unless noted, calls come from the whole dose curve; as a rule, active = well fitted curve in the direction sought with a large enough effect; inconclusive = small, poorly fitted or top-dose-only effect, or another doubt; inactive = no such curve, though single readings can be large; an effect the other way counts as inactive or inconclusive.

structure,CCT modulator,HepG2 viability,Mm-Cpn inhibitor,Abeta rescue,Nrf2 block,TGFb SMAD3 inh,Nrf2 activator,A549 tox,Akt phos inh
Cc1ccc(-c2nc3cc(C)c(Br)c(C)n3c2Cc2cccc(Cl)c2)cc1,-0.8,nt,nt,-7.6%,nt,nt,11.4%,nt,i
CCCSC1=C(C#N)C(c2ccc(O)c(OC)c2)CC(=O)N1 (centres undefined),0.0,-5.1%,1.0%,-13.2%,2.1%,-1.3%,-0.1%,5.9%,i
Cc1ccc(-c2nnc(Nc3ccc(S(N)(=O)=O)cc3)c3ccccc23)cc1S(=O)(=O)N1CCCCC1,nt,-1.6%,nt,-12.2%,-1.8%,?,3.4%,-9.5%,nt
Cc1ccccc1Nc1nc(N)nc(COC(=O)c2ccccc2)n1,-0.3,-2.5%,1.3%,3.3%,?,13.1%,5.1%,14.8%,i
Nc1cc(=O)[nH]c(SCC(=O)Nc2ccc(F)c(Cl)c2)n1,-0.6,-1.2%,1.1%,13.6%,-0.5%,0.0%,-0.3%,2.7%,i
Cc1cccc2cc(COC(=O)c3cccc([N+](=O)[O-])c3)c(=O)[nH]c12,0.8,8.9%,-0.8%,-1.3%,2.5%,7.5%,0.1%,-2.1%,i
COc1ccc(S(=O)(=O)N(C)C[C@@H]2Oc3c(NS(C)(=O)=O)cccc3C(=O)N([C@@H](C)CO)C[C@H]2C)cc1,-1.3,-14.3%,-0.1%,2.0%,-4.2%,-10.8%,-0.3%,1.4%,i
c1ccc2c(C[n+]3csc4ccccc43)cccc2c1,-0.8,-7.7%,-7.9%,-5.1%,?,-5.4%,6.4%,1.3%,i
CCOC(=O)c1nn(-c2ccccc2)c(=O)cc1SC(C)C,-2.6,-9.9%,-1.4%,-6.6%,-12.2%,-24.0%,0.1%,?,i
CCOc1cc(C(=O)N2CCC(CC3CC(c4ccc(Cl)cc4)=NO3)(C(=O)NCC3CCCCC3)CC2)cc(OCC)c1OCC (centres undefined),-0.6,10.8%,0.4%,1.2%,-10.6%,?,3.8%,-12.0%,i
O=C(CNC(=O)c1ccc(Br)cc1)OCC(=O)c1ccccc1,-2.5,6.0%,-0.5%,1.2%,12.1%,?,2.3%,-3.9%,i
O=S(=O)(NCCS(=O)(=O)N1CCN(c2ccccc2)CC1)c1ccc(Cl)cc1,nt,-10.4%,nt,-12.9%,nt,-2.7%,0.5%,4.6%,nt
COC(Cc1ccccc1N1CCCC1=O)OC,1.5,11.4%,-1.9%,9.5%,5.8%,2.3%,-0.5%,0.5%,i
COc1cccc(C2C(C(C)=O)=C(O)C(=O)N2Cc2ccco2)c1 (centres undefined),-0.7,5.2%,1.2%,-6.7%,5.1%,-0.6%,-0.9%,-4.5%,i
CN(C(=O)COC(=O)CCCc1c[nH]c2ccccc12)c1c(N)n(Cc2ccccc2)c(=O)[nH]c1=O,-19.7,11.9%,-1.3%,8.3%,-17.1%,6.7%,-1.5%,3.8%,i
CC(=O)c1ccc(N(CC(=O)Nc2cc(C)on2)S(=O)(=O)c2ccc(C)cc2)cc1,-3.6,-0.8%,0.5%,4.6%,4.6%,17.6%,0.4%,5.3%,i
CCOC(=O)NC(=O)CSc1nnnn1-c1ccccc1,1.3,8.0%,1.1%,14.5%,7.7%,3.2%,0.1%,2.9%,i
CCN1CCN(C(=O)Cn2ncc3c4ccccc4n(Cc4c(C)cc(C)cc4C)c3c2=O)CC1,nt,-95.8%,nt,-0.1%,-1.3%,15.8µM*,8.3%,-8.3%,nt
COc1ccc(OC)c(NC(=O)CSc2nc3[nH]c(=O)cc(O)c3s2)c1,-2.5,-1.6%,-5.3%,-15.3%,8.1%,-9.8%,-1.3%,4.7%,i
Cc1ccc(S(=O)(=O)CCC(=O)OCC(=O)c2cc(C)ccc2C)cc1,0.2,-2.9%,0.2%,24.8%,1.4%,1.3%,0.1%,-0.1%,i
COc1ccc(N(CC(=O)NCc2cccnc2)S(=O)(=O)c2ccccc2[N+](=O)[O-])c(OC)c1,-2.4,-6.1%,-0.2%,-5.7%,-16.0%,-22.4%,4.0%,-4.9%,i
CNNC(=S)Nc1cccc(SC)c1,2.8,-8.0%,0.1%,-16.9%,15.0%,5.7%,5.1%,1.4%,i
COc1ccccc1CCC(=O)Nc1cccc(S(=O)(=O)N2CCCC2)c1,-2.0,-7.7%,2.0%,-8.6%,-5.7%,-18.9%,2.6%,-12.0%,i
COc1ccc(C2C(Oc3ccccc3)C(=O)N2c2cc(C)ccc2C)cc1OC (centres undefined),-2.6,-20.3%,0.9%,29.8%,-18.9%,9.0%,4.3%,-2.0%,i
O=C(NCc1cccs1)C1CCN(S(=O)(=O)N2CCCC2)CC1,-1.4,9.7%,-3.1%,-21.0%,-9.1%,-3.3%,0.0%,-11.9%,i
CSc1cccc(NC(=S)N(CCCN2CCCC(C)C2)Cc2cccs2)c1 (centres undefined),-1.7,-27.3%,3.4%,-2.3%,14.4%,?,2.7%,-18.2%,i
CCN1CCN(CC(O)COC(c2ccccc2)c2ccccc2C)CC1 (centres undefined),-1.1,-0.2%,-5.3%,-8.0%,2.8%,5.8%,0.3%,10.5%,i
Cc1cc(Cl)ccc1OCCCC(=O)N1CCOCC1,-1.0,-2.0%,-0.9%,14.6%,?,4.8%,2.6%,?,i
CC(=O)Nc1ccc(/C=N/NS(=O)(=O)c2cc(C)ccc2C)cc1,-1.0,0.7%,0.8%,?,9.7%,-10.7%,-0.7%,-0.3%,i
O=C(N/N=C\c1ccc(S(=O)(=O)O)o1)c1ccc2c(c1)OCO2,-2.7,5.4%,1.2%,-6.2%,-18.5%,2.5%,-1.3%,0.8%,i
O=C(COc1ccccc1)NCCn1ccc2ccccc21,-2.9,-9.7%,1.4%,-21.9%,-2.6%,-26.1%,-0.1%,-2.3%,i
Cc1ccc(C(=O)Nc2cccc(N3C(=O)C4CCC(C)CC4C3=O)c2)cc1 (centres undefined),1.9,-10.3%,-0.3%,23.2%,?,5.6%,0.9%,-16.4%,i
CCN(CC)C(=O)CSC1=C(C#N)C(c2cccs2)C=C(C)N1 (centres undefined),-1.9,-38.6%,?,-5.4%,20.1%,1.7%,10.8%,7.4%,i
O=C(Nc1cccc(F)c1)c1cc(S(=O)(=O)N2CCOCC2)ccc1N1CCCC1,1.0,-3.5%,-8.7%,1.4%,0.2%,?,0.2%,-8.8%,i
COc1ccc(CCNC(=O)C2CCN(Cc3nc(-c4ccccc4F)oc3C)CC2)cc1OC,-2.3,-21.3%,2.2%,4.2%,-11.8%,23.1%,-0.5%,-0.8%,i
COc1ccc(C2(CNC(=O)C(=O)Nc3cccc(C(F)(F)F)c3)CCCC2)cc1OC,nt,-19.6%,nt,-2.2%,-27.5%,-30.0%,3.8%,-2.2%,nt
Cc1coc2c(C)c3oc(=O)c(CCC(=O)NCCCN4CCCC4=O)c(C)c3cc12,-2.7,-25.1%,-4.0%,0.0%,-13.4%,-5.3%,-1.2%,2.1%,i
CCc1ccc(N=C2NC(=O)CC(C(=O)Nc3ccc(OC)cc3)S2)cc1 (centres undefined),nt,-12.0%,nt,-0.7%,10.3%,-27.7%,6.0%,-0.2%,nt
CC(Nc1nc(-c2ccccc2O)nc2ccccc12)c1ccccc1 (centres undefined),1.2,-30.0%,-21.1%,6.1%,?,?,8.4%,1.6%,i
Cc1ccc(CN2C(=O)C(O)(c3c(C)[nH]c4ccccc34)c3ccccc32)cc1 (centres undefined),nt,-58.0%,nt,?,?,?,7.6%,-4.9%,nt
S=C1NCCc2ccc(Cl)cc2C1c1ccccc1 (centres undefined),-0.3,-18.6%,1.2%,-27.5%,-6.9%,4.8%,0.2%,-0.2%,i
O=C(Nc1nnc(S(=O)(=O)N2CCCCC2)s1)c1cccc(Br)c1,-0.6,-26.4%,-6.0%,-7.1%,25.9µM*,-13.3%,3.2%,-8.2%,i

Compounds above with a nitro group on carbon:
structure,CCT modulator,HepG2 viability,Mm-Cpn inhibitor,Abeta rescue,Nrf2 block,TGFb SMAD3 inh,Nrf2 activator,A549 tox,Akt phos inh
Cc1cccc2cc(COC(=O)c3cccc([N+](=O)[O-])c3)c(=O)[nH]c12,0.8,8.9%,-0.8%,-1.3%,2.5%,7.5%,0.1%,-2.1%,i
COc1ccc(N(CC(=O)NCc2cccnc2)S(=O)(=O)c2ccccc2[N+](=O)[O-])c(OC)c1,-2.4,-6.1%,-0.2%,-5.7%,-16.0%,-22.4%,4.0%,-4.9%,i
